# Source: PubChem BioAssay (several laboratories)
# CAL PDZ FP-1: CAL PDZ peptide-binding inhibitors, primary screen, biochemical, fluorescence polarization, Cer-tagged CAL PDZ, HTS. Golgi-associated PDZ and coiled-coil motif-containing protein (Homo sapiens), Q9HD26. purified CAL PDZ, TMR-peptide fluorescence polarization, 1 h. AID 504414, 2011. hit rate 0.02% among 330,000. inhibition, % at 20 µM;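 active means highest replicate inhibition of at least 40%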;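 further: plate controls were DMSO neutral control wells for no effect and unlabeled competitor peptide control wells for full effect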
#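 System: tagged CAL PDZ domain. Schedule: 1 h room-temperature incubation prior to read. Signal: fluorescence polarization (mP). Measure: percent inhibition from loss of millipolarization.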
# Keap1 Nrf2 FP: Keap1-Nrf2 protein-protein interaction inhibitors, primary screen, biochemical, fluorescence polarization, single point; Kelch-like ECH-associated protein 1 (Homo sapiens), Q14145; Keap1 Kelch-Nrf2 peptide fluorescence polarization, 1536-well; inhibition, % at 9.4 µM; hit rate 0.15% among 340,000; in the data active means inhibition above about 12%;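 further: human Keap1 Kelch domain with fluorescein labeled Nrf2 9mer peptide probe; 0% = neutral control wells and 100% = peptide positive control; higher means more block of Keap1 binding to Nrf2 peptide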
# PKA-R2B act: activators of PKA-R2B holoenzyme, primary screen, biochemical, fluorescence polarization, Cy5-IP20, human; PKA-R2B holoenzyme dissociation; R2B truncated from residue 108, S112A mutant; 0% DMSO only, 100% 113 µM cGMP; AID 504700, 2011; hit rate 0.079% among 340,000; activation, % at 11.4 µM; cAMP-dependent protein kinase catalytic subunit beta (Homo sapiens) + cAMP-dependent …;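 active means activation above a cutoff set at the mean over all compounds plus 3 SD, cut at about 18% in these data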;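 further: higher means more holoenzyme dissociation and a rise in polarization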
# cardiac RTF act: cardiac RTF calcium sensitivity activators, primary screen, biochemical, IANBD-TnC fluorescence, EC20 calcium. Troponin I, cardiac muscle (Homo sapiens) + Troponin T, cardiac muscle (Homo sapiens) + …. IANBD-labeled TnC RTF fluorescence at EC20 calcium; 0% EC20 calcium, 100% full calcium. activation, % at 7.2 µM. hit rate 0.24% among 340,000. AID 493008, 2010;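 active means activation above the mean over all tested compounds plus 3 SD, cut at about 30% in these data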;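 further: rise in fluorescence read as greater calcium sensitivity of cardiac thin filaments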
# SR-BI DiI-HDL act: activators of SR-BI mediated DiI-HDL uptake, primary screen, ldlA[mSR-BI] CHO cells, DiI fluorescence; 3 h; 100 = double the neutral-control signal; activation, % at 12.5 µM; hit rate 0.096% among 320,000; AID 504775, 2011;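 active means mean replicate activation of at least 60% and every replicate at or above 60%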;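 further: 0% = median plate neutral-control signal and 100% = twice that signal; values of inactives mirror those of a sister screen read the other way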
#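 Material: SR-BI-overexpressing, LDLR-lacking CHO cells | Dosing: Single compound concentration, delivered by pin transfer | Probe or stimulus: Labelled HDL, 10 µg/mL | Signal: Bottom-read cell fluorescence after medium removal, ex 550/em 595 nm | Schedule: 3 h, 37 °C | Evaluation: HDL uptake via cellular fluorescence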
# LANA DNA inh: inhibitors of KSHV C-LANA binding to DNA, primary screen, biochemical, fluorescence polarization, FAM-LBS DNA, MBP-C-LANA, single point; hit rate 0.078% among 340,000; inhibition, % at 9 µM;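 active means highest replicate inhibition at or above 60% at 9 µM, even if other replicates fall short; inactive means all replicates below 60% inhibition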;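 further: 0% = neutral control wells and 100% = 4 µM acridine orange control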
# RTF Ca sens inh: cardiac RTF calcium sensitivity inhibitors, primary screen, biochemical, IANBD-TnC fluorescence, EC70 calcium; Troponin I, cardiac muscle (Homo sapiens) + Troponin T, cardiac muscle (Homo sapiens) + …; IANBD-labeled cardiac RTF, Ca2+ fluorescence; inhibition, % at 7.15 µM; hit rate 0.12% among 340,000; AID 493244, 2011;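 active means inhibition above the mean inhibition of all tested compounds plus 3 SD, cut at about 17% in these data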;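 further: assay run at fixed EC70 calcium of 1.6 mM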
# Rtt109 Vps75: inhibitors of C. albicans Rtt109/Vps75 HAT, primary screen, biochemical, ThioGlo CoA-SH fluorescence, plate reader | AID 540336, 2011 | hit rate 0.16% among 330,000 | inhibition, % at 34.9 µM | Histone acetyltransferase RTT109 (Candida albicans (strain SC5314 / ATCC MYA-2876)), … | purified Rtt109/Vps75, 4 h;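 active means inhibition of at least 50% in every replicate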
# Target sequence (Q5AAJ8 whole entry, looked up): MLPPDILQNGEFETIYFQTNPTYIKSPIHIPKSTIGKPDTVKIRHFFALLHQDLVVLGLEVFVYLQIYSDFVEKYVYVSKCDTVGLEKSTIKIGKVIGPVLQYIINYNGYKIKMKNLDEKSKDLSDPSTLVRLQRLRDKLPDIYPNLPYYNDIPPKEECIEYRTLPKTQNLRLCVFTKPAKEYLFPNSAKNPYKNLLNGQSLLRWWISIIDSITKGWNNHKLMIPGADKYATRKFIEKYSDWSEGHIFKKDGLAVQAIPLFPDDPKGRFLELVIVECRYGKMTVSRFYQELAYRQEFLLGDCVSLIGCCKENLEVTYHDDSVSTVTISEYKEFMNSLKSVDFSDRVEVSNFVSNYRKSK
# DAGLB inh: DAGLB lipase inhibitors, primary screen, biochemical, fluorescence, HTS; Diacylglycerol lipase-beta (Homo sapiens), Q8NCG7; HEK293T DAGLB membrane lysate, EnzChek fluorogenic substrate; inhibition, % at 5.17 µM; hit rate 0.059% among 340,000; AID 504411, 2011; in the data active means inhibition above about 34%;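 further: 0% = enzyme with vehicle and 100% = wells lacking enzyme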
# Target sequence (Q8NCG7 whole entry, looked up): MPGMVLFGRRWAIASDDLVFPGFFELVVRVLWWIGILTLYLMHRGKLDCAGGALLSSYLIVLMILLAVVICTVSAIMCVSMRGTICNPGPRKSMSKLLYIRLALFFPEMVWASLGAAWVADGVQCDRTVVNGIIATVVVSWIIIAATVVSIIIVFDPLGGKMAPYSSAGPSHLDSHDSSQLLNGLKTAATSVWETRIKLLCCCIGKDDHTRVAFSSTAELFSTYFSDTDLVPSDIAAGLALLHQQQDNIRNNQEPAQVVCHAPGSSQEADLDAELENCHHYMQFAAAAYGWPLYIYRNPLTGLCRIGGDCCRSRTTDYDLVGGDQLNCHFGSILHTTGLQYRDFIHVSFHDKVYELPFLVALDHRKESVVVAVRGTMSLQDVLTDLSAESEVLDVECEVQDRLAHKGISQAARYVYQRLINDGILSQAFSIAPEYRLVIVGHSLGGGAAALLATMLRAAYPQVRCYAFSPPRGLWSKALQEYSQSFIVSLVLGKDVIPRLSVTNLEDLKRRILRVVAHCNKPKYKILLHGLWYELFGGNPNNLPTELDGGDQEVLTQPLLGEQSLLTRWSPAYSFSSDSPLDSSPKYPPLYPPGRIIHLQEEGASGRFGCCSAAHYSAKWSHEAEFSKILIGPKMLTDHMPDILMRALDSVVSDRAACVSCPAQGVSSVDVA
# CAL PDZ FP-2: untagged CAL PDZ binding inhibitors, primary screen, biochemical, fluorescence polarization, HTS; purified CAL PDZ, TMR-peptide fluorescence polarization, 1 h; inhibition, % at 24.9 µM; hit rate 0.92% among 300,000; AID 602252, 2012;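 active means mean inhibition of at least 30% with at least half of replicates also reaching 30%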;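 further: 0% = DMSO neutral control and 100% = excess unlabeled competitor peptide PRC23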
# The depositor's hits bear a star; · = no result given.
# A first look (2 entries):
compound	CAL PDZ FP-1	Keap1 Nrf2 FP	PKA-R2B act	cardiac RTF act	SR-BI DiI-HDL act	LANA DNA inh	RTF Ca sens inh	Rtt109 Vps75	DAGLB inh	CAL PDZ FP-2
CSc1nc2ccccc2n1Cc1cccc([N+](=O)[O-])c1	-1.6	-1	0	-3	-3	0.6	-8	0	1	-5
COc1ccc(/C=C/C(=O)C2CC2)cc1Cn1nc(C)c([N+](=O)[O-])c1C	-2.5	-2	8	-6	-21	0.5	-4	·	-3	-2

# Main list, from the start:
compound	CAL PDZ FP-1	Keap1 Nrf2 FP	PKA-R2B act	cardiac RTF act	SR-BI DiI-HDL act	LANA DNA inh	RTF Ca sens inh	Rtt109 Vps75	DAGLB inh	CAL PDZ FP-2
CSc1nc2ccccc2n1Cc1cccc([N+](=O)[O-])c1	-1.6	-1	0	-3	-3	0.6	-8	0	1	-5
COc1ccc(/C=C/C(=O)C2CC2)cc1Cn1nc(C)c([N+](=O)[O-])c1C	-2.5	-2	8	-6	-21	0.5	-4	·	-3	-2
CCc1nn(C(C)C(=O)NCCN2CCCCCC2)c(=O)c2cc3occc3n12 (stereo not drawn)	-1.0	-3	-6	3	18	0.2	-7	11	1	·
CCCCNC(=O)COC(=O)c1ccc(SC)cc1OC	-0.2	0	11	-3	0	-0.8	-7	0	-1	3
COc1ccc(-c2csc(NC3CCCCC3)n2)c(OC)c1	1.0	-3	1	-3	-16	-1.4	-6	12	0	-2
Cc1cc(C)c(C2=NOC3C4CCC(C4)C23)c(C)c1 (stereo not drawn)	-2.6	-2	-12	3	18	-0.4	-9	-1	-9	2
CCOC(=O)c1ccsc1NC(=O)CCS(=O)(=O)c1ccccc1	-1.0	-1	-5	-1	-3	-1.4	-1	-3	-2	·
COc1ccc(NS(=O)(=O)c2cccc(NC(=O)CNC(C)=O)c2)cc1	-0.7	1	0	-2	2	-0.5	8	-7	-1	-5
COc1ccc(-c2cn3cc([N+](=O)[O-])ccc3n2)cc1OC	-0.4	-4	-2	3	10	3.7	6	6	1	60*
O=C(CCc1nnc(C2CCCCC2)o1)N1CCN(c2ccccc2F)CC1	-2.5	0	-1	0	·	-0.6	-4	0	2	-4
O=C1CC(c2ccc(S(=O)(=O)N3CCN(c4ccccc4)CC3)cc2)CN1 (stereo not drawn)	0.1	2	-2	3	17	-0.8	-3	-11	3	-3
Cc1ccccc1CS(=O)(=O)CCC(=O)NCCCN1CCN(c2ccccc2F)CC1	0.3	0	6	-2	5	2.3	-5	2	-1	4
CC(=NNS(=O)(=O)c1ccc([N+](=O)[O-])cc1)c1ccc(C)cc1	-0.1	2	-7	2	34	-1.1	-3	4	0	-2
CCSc1nc(C)c(C)c(=O)[nH]1	-1.1	-1	0	-2	21	-0.2	-1	0	0	4
O=C(C[C@H]1C[C@H](C(=O)N2CCCCC2)[C@@]2(CCc3ccccc3)c3[nH]c4cc(-c5ccco5)ccc4c3CCN2C1=O)NCCN1CCOCC1	-0.2	-9	-11	-9	24	-1.8	-1	-3	3	-3
Nc1cc(C(=O)N/N=C/c2cccc([N+](=O)[O-])c2)n[nH]c1=O	-1.7	-6	-6	-1	-35	-0.9	-6	-1	2	-3
Cc1ccc2oc3nc(C)c(C(=O)O)cc3c(=O)c2c1	-0.5	-4	-12	-1	3	-0.1	6	6	1	-4
CCOc1ccc(CN(CC)C(=O)Cc2c[nH]c3ccccc23)cc1OC	0.3	0	8	-7	-11	1.6	-5	3	-1	-7
CCCCCc1ccc(S(=O)(=O)NCCc2ccncc2)cc1	·	-3	-3	5	-5	-1.6	1	4	-3	-9
COCCN1Cc2cc3cc(C)ccc3nc2SC1=Nc1cccc(OC)c1	-1.5	-3	4	-1	-11	-0.4	2	10	-3	-5
CCOC1CC(C)(C)NC(=S)N1 (stereo not drawn)	-0.3	5	-8	-1	36	1.4	-4	1	2	-1
COCCN(C(=O)CCC(=O)Nc1ccccn1)C(C(=O)NC(C)C)c1ccc(Cl)cc1 (stereo not drawn)	-3.6	-4	-10	-4	·	0.6	-18	-10	2	3
CCc1cc2c(=O)[nH]c(CC(N)=O)nc2s1	-0.1	-5	1	5	0	0.9	-4	-19	-3	0
CCOc1ccc(S(=O)(=O)Nc2nccs2)cc1	-2.9	-10	-3	7	6	1.2	-15	1	2	0
COc1ccccc1C(=O)NCC(=O)Nc1ccccc1	-1.2	2	5	3	7	1.1	-2	-5	-2	-2
Cc1ccccc1OCC(=O)OCC(=O)NCc1ccccc1Cl	-7.8	-4	-13	-1	17	0.0	-11	-15	1	·
C#CCOC(=O)Nc1cccn(Cc2c(Cl)cccc2Cl)c1=O	-0.1	-5	-6	-2	-21	0.6	-2	1	-1	·
CCCNC(=O)C1CN(C(=O)c2nn(Cc3ccccc3)c(=O)c3ccccc23)c2ccccc2O1 (stereo not drawn)	-1.3	2	3	-3	-8	1.1	-3	20	-2	·
Cn1c(=O)c2nnn(/N=C(\c3ccccc3)C3CC3)c2n(C)c1=O	-1.2	-1	12	8	2	-2.4	5	-7	-4	-1
Cc1nnc(SCC(=O)Nc2ccc(N(C)C)cc2)n(N)c1=O	0.5	4	10	-3	28	3.9	0	-4	2	0
CC(C)c1ccc(NC2CCCN(C(=O)c3cnn(C(C)C)c3)C2)cc1 (stereo not drawn)	-1.7	5	-5	2	·	0.2	1	2	1	-1
COc1ccc(Nc2nnc(SCC3CCCO3)s2)cc1 (stereo not drawn)	-2.2	-3	-3	-3	-7	1.4	6	-4	-1	-5
COc1cc2nc(CSc3nc(-c4ccc(F)cc4)cs3)[nH]c(=O)c2cc1OC	-2.3	-4	-1	-1	-15	1.3	-6	-7	1	-4
CCc1ccccc1NC(=O)CC(c1ccc(OC)cc1)n1cccc1 (stereo not drawn)	-0.7	-3	-8	-2	-7	1.9	6	1	2	-2
O=C(O)C1C2CCC(O2)C1C(=O)NCc1ccncc1 (stereo not drawn)	-0.1	-4	2	5	31	-0.6	-15	13	-1	0
CC(OC(=O)C1=Cc2ccccc2OC1)C(=O)NC1CCCC1 (stereo not drawn)	-1.4	-2	-2	0	9	0.2	-5	·	-2	-4
COc1cccc(NC(=S)/C(=C(\[O-])c2ccc(OC(F)F)cc2)[n+]2ccccc2)c1	-1.9	-5	-5	5	-23	-0.1	-8	9	-1	-1
Nc1cc(=O)[nH]c(SCC(=O)N2CCCC2)n1	-0.3	-1	-10	-1	11	-0.3	-6	0	0	4
Nn1c(SCC(=O)Nc2cccnc2Cl)nnc1-c1ccccc1	-1.0	-4	-14	-5	13	2.7	-5	11	-2	-1
Cc1ccccc1NS(=O)(=O)c1ccc2c(c1)NC(=O)CO2	-2.6	0	9	4	-2	-1.5	-3	21	1	1
CC(NC(=O)c1ccco1)C(=O)N1CCN(c2ccccc2)CC1 (stereo not drawn)	-2.8	-2	2	2	24	0.5	0	-13	1	0
COc1ccc(NC(=O)CN(C)C(=O)c2cc3c(s2)CCC3)cc1	-1.3	3	12	-4	17	1.1	20*	-2	1	1
COCC(C)n1c(C)cc(C(=O)COC(=O)c2ccc3ncsc3c2)c1C (stereo not drawn)	-3.0	-4	2	-1	-24	-0.5	0	1	2	-5
Cc1ccc(NC(=O)CSc2ncccn2)cc1S(=O)(=O)N1CCCCC1	-1.5	·	-9	0	13	·	3	·	1	9
CCCc1cc(=O)n2[nH]c(C)cc2n1	-0.3	5	2	-1	16	-0.2	0	-3	1	·
COc1cc(/C=N/NC(=O)Cc2ccc(Br)cc2)cc(OC)c1O	-1.2	1	2	5	-29	-0.4	-9	3	2	-9
O=C(COC(=O)[C@H](Cc1ccccc1)NC(=O)c1cccs1)Nc1ccccc1C(F)(F)F	-0.6	0	4	4	-23	-2.0	-7	-3	-4	-4
COCCNC(=O)CCCn1c(=O)c2cc(OC)c(OC)cc2n(CC(=O)Nc2ccc(C)c(F)c2)c1=O	-2.5	9	-6	-4	·	0.6	-5	2	0	-2
COc1ccc(CCNC(=O)C2CCN(S(=O)(=O)c3ccc(C)cc3)CC2)cc1	-1.2	-6	4	4	-40	1.8	-1	6	-1	-2
Nc1ccc(N2CCOCC2)c2nonc12	2.1	-20	4	0	-19	0.8	-11	·	-20	-2
COc1ccc(CC(=O)NCC2CCCN(Cc3ccccc3Cl)C2)cc1 (stereo not drawn)	0.0	-1	-10	2	-12	1.2	-5	3	-2	-1
CC1=CC(=C2N=C(c3ccccc3)OC2=O)C=C(C)O1	0.5	17*	-5	2	-11	1.2	-6	-13	0	0
CCN(CC)C(=S)SCC(=O)Nc1cccc(C(F)(F)F)c1	-2.3	2	-3	0	·	0.3	7	9	0	-4
CCC(=O)c1ccc(OCC(=O)OCC(=O)NCC2CCCCC2)cc1	-0.6	-3	0	-2	27	-0.6	-7	-4	3	·
Cc1noc(C)c1C(=O)N(CC(=O)Nc1ccc(Cl)c(C(F)(F)F)c1)Cc1ccco1	-0.3	-3	-4	-4	3	-2.0	-11	-1	3	·
CC(C)(C)OC(=O)[C@H](Cc1ccccc1)NC(=O)c1nc[nH]c1C(=O)NCCCCCN	0.0	-5	-6	4	-13	-0.3	-5	23	0	-3
Cc1cccn2cc(COc3ccc(-c4ccccc4)cc3)nc12	-1.2	-5	-7	-1	6	-0.4	-9	1	-3	1
Oc1ccccc1C1NN=C(c2ccccc2)S1 (stereo not drawn)	0.5	0	-4	0	-68	-6.3	5	-1	-10	18
CCOC(=O)CNC(=O)c1cccnc1Oc1ccc(Cl)cc1	-0.7	-1	-9	2	-9	0.8	-8	-2	-1	0
